Assay outcomes deposited in PubChem BioAssay by several laboratories.
HSP90 refold inh: HSP90 inhibitors, primary screen, cell lysate, luminescence. Heat shock protein HSP 90 (rabbit reticulocyte lysate; luciferase refolding). Rabbit reticulocyte lysate, luciferase refolding luminescence, 3 h. inhibition, % at 5.6 µM. hit rate 0.91% among 290,000. AID 1789, 2009;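 active = inhibition above the screen-wide mean plus 3 SD, computed separately per campaign, cut at about 16% in these data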;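 also: 0% = DMSO wells and 100% = 60 µM geldanamycin wells; inhibitors lower the luminescence because luciferase stays unfolded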
GSK3 alpha inh: blockers of GSK3A enzyme activity – biochemical, luminescence, cell-free homogeneous, HTS, primary screen. inhibition, % at 10 µM. GSK-3 alpha kinase, ADP-Glo luminescence, 60 min. hit rate 0.1% among 320,000;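 in the data active = inhibition above about 50%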;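 also: GST-tagged GSK-3 alpha with peptide substrate and 25 µM ATP; 0% = DMSO neutral wells and 100% = GW8510 positive control wells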
Target sequence (P49840 whole entry, looked up): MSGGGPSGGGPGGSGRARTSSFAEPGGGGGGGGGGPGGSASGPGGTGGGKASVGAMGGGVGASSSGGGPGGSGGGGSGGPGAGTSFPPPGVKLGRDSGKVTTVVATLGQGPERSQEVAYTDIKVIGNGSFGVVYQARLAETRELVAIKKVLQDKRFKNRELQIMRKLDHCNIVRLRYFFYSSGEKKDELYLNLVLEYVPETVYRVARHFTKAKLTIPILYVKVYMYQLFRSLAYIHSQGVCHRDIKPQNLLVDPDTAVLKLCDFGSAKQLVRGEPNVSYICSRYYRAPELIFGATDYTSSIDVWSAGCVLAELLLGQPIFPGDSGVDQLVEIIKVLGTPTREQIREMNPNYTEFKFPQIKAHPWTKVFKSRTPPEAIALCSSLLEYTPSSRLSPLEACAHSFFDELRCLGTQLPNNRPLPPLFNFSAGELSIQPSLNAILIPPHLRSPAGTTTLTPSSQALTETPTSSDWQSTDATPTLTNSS
HSF-1 act: HSF-1 activators, primary screen, NIH3T3-HGL cells, MG132 stress, luminescence, single point | NIH3T3-HGL HSF-1 luciferase reporter, 8 h; 100% = twice DMSO control signal | activation, % at 9 µM | AID 504408, 2011 | hit rate 1.7% among 300,000;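 active = mean replicate activation of at least 50% with a set share of replicates each reaching 50%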;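 also: 0% = median of the neutral control wells and 100% = twice that signal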
IEC-6 tox: cytotoxicity in IEC-6 intestinal epithelial cells, primary screen, cytotoxicity control for KLF5 inhibitor project, cell-based, luminescence | AID 1825, 2009 | IEC-6 cytotoxicity, luminescence viability | hit rate 0.78% among 290,000 | inhibition, % at 5 µM; in the data active = inhibition above about 22%;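 also: 0% = plate median of test compound wells and 100% = cytotoxic reference compound wells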
KLF5 inhibitor: KLF5 expression inhibitors, primary screen, DLD-1 cells, luminescence; DLD-1 KLF5 promoter-luciferase reporter; inhibition, % at 5 µM; hit rate 0.23% among 290,000;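 active = inhibition above a per-plate limit of that plate's mean compound inhibition plus 3 SD, cut at about 60% in these data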;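 also: 0% = DMSO wells and 100% = LY294002 at 200 µM; higher means less KLF5 promoter-driven luciferase light; inactives centre near -14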
Dyrk1A ADPGlo: rat Dyrk1A kinase inhibitors, primary screen, biochemical, single point, plate reader. AID 504441, 2011. inhibition, % at 12.5 µM. hit rate 0.43% among 310,000. ADP-Glo luminescence, NFATc1 peptide; in the data active = inhibition above about 50%;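 also: plate controls were vehicle with enzyme for no effect and no enzyme for full effect; many of its hits are not listed in these tables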
Platelet DG rel: inhibitors of platelet dense granule secretion, primary screen, cell-based, MLPCN, human platelets; human platelet-rich plasma, SFLLRN dense granule ATP release, luminescence; inhibition, %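 (compounds screened at 7.5 µM in platelet-rich plasma)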; hit rate 0.22% among 300,000;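 active = mean replicate score, as percent of positive control, at or above 50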
GSK3beta inhib: human GSK3beta kinase inhibitors, primary screen, biochemical, cell-free homogeneous, HTS. Glycogen synthase kinase-3 beta (Homo sapiens), P49841. GST-GSK3beta kinase, ADP-Glo luminescence, 60 min; stronger effect = lower value. activity score (negative = inhibition), % at 10 µM. hit rate 0.038% among 300,000;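 active = more than half of replicate wells score below -50%, meaning over 50% inhibition versus plate controls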;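 also: 0% = median DMSO wells and -100% = median GW8510 positive control wells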
Target sequence (P49841 whole entry, looked up): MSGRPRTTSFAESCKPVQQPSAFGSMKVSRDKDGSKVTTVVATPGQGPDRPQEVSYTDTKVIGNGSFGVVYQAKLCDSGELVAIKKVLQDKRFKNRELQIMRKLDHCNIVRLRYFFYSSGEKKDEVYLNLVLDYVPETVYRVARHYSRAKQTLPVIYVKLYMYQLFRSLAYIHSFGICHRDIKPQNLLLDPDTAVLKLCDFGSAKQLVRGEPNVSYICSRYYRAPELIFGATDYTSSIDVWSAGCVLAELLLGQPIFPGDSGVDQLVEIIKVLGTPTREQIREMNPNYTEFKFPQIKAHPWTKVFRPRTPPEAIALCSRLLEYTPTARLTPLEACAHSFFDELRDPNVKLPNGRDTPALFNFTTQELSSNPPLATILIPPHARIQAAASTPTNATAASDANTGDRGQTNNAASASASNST
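Assay system: GST-fused GSK3beta enzyme, cell-free / Medium: Tris pH 7.5 buffer with MgCl2, DTT, BSA, heparin / Also added: peptide substrate plus 25 µM ATP (final) / Compound: 10 µM single point / Timing: kinase reaction with compound 60 min at room temperature / Detection: ADP-Glo luminescence / Benchmarks: DMSO neutral wells and GW8510 at 20 µM as positive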
aSyn UTR inh: MLPCN primary screen, SNCA 5' untranslated region | inhibition, % (tested at 7.5 µM) | hit rate 0.82% among 300,000 | alpha-synuclein 5'UTR reporter, inhibitor activity | AID 1813, 2009; in the data active = inhibition above about 60%;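 also: H4 neuroglioblastoma cells stably carrying SNCA 5'UTR luciferase fusion; 0% = DMSO wells and 100% = positive control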
HSF1 inh: HSF1 inhibitors in luciferase reporter cells, primary screen, cell-based, NIH3T3, luminescence | activity change, negative = inhibition, % at 7.5 µM (by protocol) | hit rate 0.77% among 300,000 | NIH3T3-HGL HSE-luciferase, MG132-induced, luminescence 8 h; stronger effect = lower value;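 active = more than half of replicate wells show activity change below -50%, luminescence cut by over half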;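 also: luciferase reports HSF-1 transcriptional activity via heat shock element; 0% = median of DMSO wells and -100% = zero luminescence signal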
Numbers without * were called inactive; · = not tested or not shown. These rows are one share of the data, so the mix of outcomes need not match the whole.

SMILES | HSP90 refold inh | GSK3 alpha inh | HSF-1 act | IEC-6 tox | KLF5 inhibitor | Dyrk1A ADPGlo | Platelet DG rel | GSK3beta inhib | aSyn UTR inh | HSF1 inh
O=C(COc1ccccc1)Nc1cc(NC(=O)COc2ccccc2)cc(C(=O)O)c1 | -3 | -2 | -1 | -1 | -12 | -2 | 5 | 2 | 8 | 2
CCc1cccc(C)c1NC(=O)COC(=O)Cn1c(C)csc1=O | · | -2 | -11 | · | · | 10 | -17 | -1 | -8 | 0
O=C(Nc1sc2c(c1C(=O)O)CCC2)c1cccs1 | 0 | 28 | 26 | 6 | -28 | 7 | 13 | -17 | -42 | -3
CC1=C(C(=O)N(C)C)C(c2ccccc2OC(F)F)NC(=O)N1 (centres undefined) | -5 | -1 | 1 | -10 | 2 | -3 | 1 | -1 | 5 | -2
COc1cccc(OC)c1NC(=O)Cn1nc(-c2ccc3c(c2)OCCO3)ccc1=O | -2 | 1 | -5 | 2 | 0 | 0 | -4 | -2 | 12 | -1
CC(=O)Oc1ccc(-c2cccc(C(=O)OCC(=O)Nc3ccccc3Oc3ccccc3)c2)cc1 | -6 | -1 | 13 | -2 | -44 | 0 | -12 | 1 | 13 | 13
N=c1ncn(CC(O)CN2CCOCC2)c2nc(N3CCOCC3)[nH]c12 (centres undefined) | -1 | -4 | -10 | -1 | -55 | -5 | 6 | 0 | 2 | -2
CN1CCN(c2nc3ccccc3nc2C(C#N)S(=O)(=O)c2ccccc2)CC1 (centres undefined) | 3 | 1 | 2 | -2 | -12 | · | 11 | 1 | 53 | -3
O=C(CCS(=O)(=O)c1ccccc1)Nc1ccccc1F | 3 | 0 | 13 | 2 | -37 | -3 | -1 | 0 | -13 | 5
O=C(CCN1C(=O)/C(=C/c2cccs2)SC1=S)Nc1cccc(O)c1 | -2 | -3 | 19 | -2 | -13 | -1 | 6 | 2 | 1 | 12
O=C(CCN1C(=O)c2ccccc2C1=O)NCCC1=CCCCC1 | 4 | 3 | 23 | 4 | -25 | -1 | 4 | 1 | 14 | 6
O=C(N/N=C/c1ccc(F)cc1)c1cc(-c2ccc3c(c2)OCO3)n[nH]1 | -1 | 0 | 25 | 2 | -31 | 14 | -5 | 1 | -22 | 8
CCOc1cc(/C=N/n2cnnc2)ccc1OS(=O)(=O)c1ccc(C)cc1 | 1 | -1 | 0 | 1 | -17 | 5 | -6 | 0 | -15 | 1
COc1ccc(C2/C=C\CN(C(=O)CC(C)C)CC(=O)N2Cc2ccc(F)cc2)cc1 (centres undefined) | · | · | · | · | · | 9 | -4 | 1 | -37 | 4
Cc1cccc(NC(=O)c2cccs2)n1 | 4 | -2 | 12 | 4 | -78 | -10 | 12 | -1 | -116 | 7
Cc1cc(C)c(S(=O)(=O)N2CCN(C(=O)c3cccs3)CC2)c(C)c1 | 2 | 0 | -22 | 0 | -35 | 2 | -5 | -5 | 6 | -1
COc1ccc(OC)c(CN2CCN(c3ccccc3OC)CC2)c1 | -1 | -2 | 12 | 0 | -24 | -3 | 6 | 1 | 11 | -13
CCCNc1nc2c(c(=O)n(C)c(=O)n2C)n1CCCc1ccccc1 | 1 | 5 | 0 | 2 | -47 | 6 | -5 | · | 4 | -3
CCOC(=O)/C(C#N)=C\N(C)C | -5 | -2 | 8 | 8 | -30 | 8 | -3 | 2 | 8 | 2
O=c1c2cc(-c3ccccc3)sc2nc2n1CCC2 | 3 | 0 | 38 | -4 | -128 | · | 11 | 5 | -15 | 16
CSc1nc(N)nc(SCC(=O)C(C)(C)C)c1C#N | 3 | 0 | 11 | -2 | -58 | -2 | 13 | 2 | -45 | 6
Cc1cccc(N2C(=O)c3cccc4c(N)ccc(c34)C2=O)c1 | 1 | -1 | 1 | -4 | -26 | -6 | 13 | 0 | 18 | -1
CC(=O)c1cccc(Oc2ncccn2)c1 | 3 | 1 | 15 | -8 | -1 | 1 | -5 | -3 | 2 | -5
COCCCN1C(=O)c2[nH]nc(-c3ccccc3O)c2C1c1ccc(Cl)cc1 (centres undefined) | 2 | 0 | 33 | -3 | -12 | 4 | -3 | -4 | 23 | 8
CC(=O)Nc1cccc(C(=O)OCc2ccc(C(=O)Oc3ccc(Cl)cc3)cc2)c1 | 1 | -5 | -1 | 0 | -18 | -3 | -1 | -6 | -17 | 4
(further entries)
SMILES | HSP90 refold inh | GSK3 alpha inh | HSF-1 act | IEC-6 tox | KLF5 inhibitor | Dyrk1A ADPGlo | Platelet DG rel | GSK3beta inhib | aSyn UTR inh | HSF1 inh
COc1ccc(-c2noc(N3CCCC(C(=O)Nc4ccc(F)cc4F)C3)n2)cc1 (centres undefined) | -2 | -1 | 48 | 2 | -79 | -4 | 7 | 2 | -44 | 24
CCOc1ncccc1C(=O)NCc1ccccc1 | -4 | 2 | -4 | 0 | -29 | · | -9 | -2 | 16 | -2
COc1ccc(Oc2nc(C(F)(F)F)nc3ccccc23)cc1 | -1 | -1 | 6 | 6 | 1 | -6 | -2 | 4 | 8 | 1
O=C(Nc1ccc2[nH]c(=O)[nH]c2c1)C(F)(F)F | -4 | 1 | -3 | -1 | -16 | · | -6 | -1 | 1 | -4
CC(=O)Oc1c(C(=O)c2nnc(C)o2)c(=O)n(Cc2ccccc2)c2ccccc12 | -2 | -2 | 20 | 1 | -34 | -5 | -8 | -9 | 34 | 20
O=C(c1ccccc1)N1CCN(Cc2ccccc2C(F)(F)F)CC1 | 2 | -1 | 11 | 6 | -19 | -3 | 7 | 2 | 18 | -8
O=C(O)CCNC(=O)CCCn1nnc2ccccc2c1=O | 3 | -4 | 11 | 2 | -6 | -13 | 2 | 1 | 15 | -3
CCc1ccc(-c2cc(C)no2)cc1S(=O)(=O)Nc1cc(C)on1 | -1 | -3 | 2 | 8 | -24 | · | -3 | -22 | 17 | -4
CCN(CC)C(=O)c1ccc(COc2ccccc2Cl)cc1 | -4 | -5 | -9 | -1 | -12 | 6 | -5 | 4 | -112 | 11
COCCNC(=O)C(C)N(c1ccc(Oc2ccccc2)cc1)S(C)(=O)=O (centres undefined) | -3 | 0 | -1 | -3 | 2 | 4 | -6 | -1 | -6 | 1
CC(C)C[C@H](NC(=O)Nc1ccc(Oc2ccccc2)cc1)C(=O)O | -1 | -4 | -23 | -1 | -23 | 0 | 5 | 1 | 13 | -10
COc1ccc(-n2nnnc2SCC(=O)N2CCOCC2)cc1 | -1 | -2 | 7 | -1 | -31 | 1 | -4 | 0 | -17 | 1
COc1ccc(CNC(=O)CS(=O)Cc2nc(-c3ccccc3C)oc2C)cc1 (centres undefined) | -4 | 4 | 5 | 2 | -2 | -7 | -6 | 2 | -3 | 5
COc1cccc(/C=N/NC(=O)c2cc3cc([N+](=O)[O-])ccc3s2)c1O | -2 | -1 | -41 | 4 | -21 | 0 | 5 | 0 | 107* | -35
Cc1ccc(S(=O)(=O)c2c(N)n(CCCN(C)C)c3nc4ccccc4nc23)cc1 | 0 | 2 | 15 | -3 | 18 | 9 | 4 | 3 | -12 | 5
Cc1cccc(C)c1N1C(=O)CCC(C)(C)C1=O | 1 | 0 | 8 | 2 | -19 | -5 | 3 | 2 | -12 | 0
COc1ccc2cnnc(SCC(=O)Nc3ccc(C(=O)O)cc3)c2c1OC | 2 | 21 | -10 | 0 | 3 | 5 | 13 | -10 | 27 | -3
CC1CCC(NS(=O)(=O)c2ccc(Cl)nc2)CC1 (centres undefined) | · | -2 | 8 | · | · | 1 | -11 | -3 | -53 | 2
Cc1ccc(N/C=C/C(=O)c2cccs2)cc1C | 1 | 1 | 37 | 4 | -11 | 5 | 16 | 0 | -180 | 9
Oc1ccccc1CNCC12CC3CC(CC(C3)C1)C2 | 10 | 4 | -10 | 4 | -7 | 7 | 8 | 1 | -44 | -6
O=C(CSc1ccc2nnc(-c3cccnc3)n2n1)Nc1cccc(F)c1 | 2 | -1 | 0 | 4 | -1 | 6 | -9 | 2 | 8 | 4
COc1ccc(NC(=O)c2sc(N)nc2-c2ccccc2)cc1 | 3 | 0 | 5 | -9 | 15 | -3 | -1 | 2 | -1 | 4
CC1CCCC/C1=N/Nc1ccc([N+](=O)[O-])cc1[N+](=O)[O-] (centres undefined) | 3 | 1 | 7 | 0 | -17 | -8 | -1 | 3 | -12 | 16
Cn1c(CCc2nc3ccccc3[nH]2)n[nH]c1=S | -3 | 0 | -17 | -4 | -2 | 3 | -4 | -1 | 6 | -1
CCOc1ccc(C2c3c(oc4ccccc4c3=O)C(=O)N2CCCN2CCOCC2)cc1 (centres undefined) | -6 | -1 | 26 | -5 | -72 | 4 | -8 | -2 | -48 | 3

Rewritten as tab-separated lines: 3 of the compounds above.
smiles	HSP90 refold inh	GSK3 alpha inh	HSF-1 act	IEC-6 tox	KLF5 inhibitor	Dyrk1A ADPGlo	Platelet DG rel	GSK3beta inhib	aSyn UTR inh	HSF1 inh
CCOc1ccc(C2c3c(oc4ccccc4c3=O)C(=O)N2CCCN2CCOCC2)cc1 (centres undefined)	-6	-1	26	-5	-72	4	-8	-2	-48	3
Oc1ccccc1CNCC12CC3CC(CC(C3)C1)C2	10	4	-10	4	-7	7	8	1	-44	-6
COc1ccc2cnnc(SCC(=O)Nc3ccc(C(=O)O)cc3)c2c1OC	2	21	-10	0	3	5	13	-10	27	-3

Later entries.
SMILES | HSP90 refold inh | GSK3 alpha inh | HSF-1 act | IEC-6 tox | KLF5 inhibitor | Dyrk1A ADPGlo | Platelet DG rel | GSK3beta inhib | aSyn UTR inh | HSF1 inh
CN1C(=O)/C(=C\c2ccccc2OCc2ccccc2)SC1=S | -3 | -1 | -1 | 4 | 4 | 1 | 4 | -2 | -20 | -5
CN(CCOc1ccc(Cl)cc1)C(=O)CN1C(=O)NC2(CCCCC2)C1=O | · | -1 | -2 | · | · | -9 | 0 | 0 | 27 | 2
CCN1CCN(CC(=O)Nc2ccc(S(=O)(=O)N3C(C)CCCC3C)cc2)CC1 (centres undefined) | -1 | 12 | 12 | -1 | -20 | -2 | -4 | 2 | 27 | -5
O=C(/C=C/c1ccccc1)NC(=S)NNC(=O)Cc1cccs1 | -3 | 1 | 8 | 2 | -68 | -4 | 10 | 3 | -13 | 2
CCOC(=O)C1=C(C)N=c2s/c(=C\c3cccn3C)c(=O)n2C1c1cccc(OC)c1OC (centres undefined) | 0 | 1 | 4 | -2 | -25 | 4 | 3 | -4 | 29 | 0
COC(=O)c1ccc(COC(=O)c2ccc(CO)cc2)o1 | 5 | -1 | 13 | -2 | -17 | 8 | -2 | -1 | -6 | -4
COc1ccc(-c2cc(=O)oc3cc4occ(C)c4cc23)cc1 | 1 | -2 | 4 | 5 | -17 | 3 | -1 | -1 | 9 | -5
